From PubChem BioAssay
U2OS ROS induce: inducers of reactive oxygen species in cancer cells; U2OS ROS induction, H2DCF-DA fluorescence; ROS induction (% of piperlongumine), % at 10 µM; 2% of 46,000 active; AID 624156; in the data active = ROS induction above about 79%, passing the limit was not always enough; inconclusive = no clear call, values can overlap the other calls;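 also: 0% = DMSO vehicle median and 100% = reference compound median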
Starred values were filed as active, the others as inactive. Only part of the results is shown; rates above refer to the full screens.

Screening C[C@H]1CN([C@@H](C)CO)C(=O)Cc2cc(NC(=O)Cn3cnnn3)ccc2O[C@H]1CN(C)C(=O)Nc1ccc(F)cc1 returned U2OS ROS induce 5.
Screening C[C@@H]1CN([C@@H](C)CO)C(=O)c2cc(NC(=O)CCCCCC(=O)Nc3ccccc3N)ccc2O[C@@H]1CN(C)C(=O)Nc1ccc2c(c1)OCO2 returned U2OS ROS induce -1.
CSc1nc2cc(C)nn2c(-c2ccc(C(C)(C)C)cc2)c1C#N was read as U2OS ROS induce 57.
Screening C[C@H](CO)N1C[C@H](C)[C@H](CN(C)Cc2ccc(C(F)(F)F)cc2)Oc2ccc(NS(=O)(=O)c3cccs3)cc2C1=O returned U2OS ROS induce 25.
For Cc1cccn2cc(CNC(=O)CC3CCCC3)nc12 the results were U2OS ROS induce -9.
For C[C@@H]1CN([C@H](C)CO)C(=O)c2cccc(NC(=O)CCCCCC(=O)Nc3ccccc3N)c2O[C@H]1CN(C)S(C)(=O)=O the results were U2OS ROS induce -4.
`C[C@H]1CN([C@@H](C)CO)C(=O)Cc2cc(NS(=O)(=O)c3ccc(Cl)cc3)ccc2O[C@H]1CN(C)CC1CCCCC1` gave U2OS ROS induce 16.
`CCCCCCCC(O)C(O)C1CC(OC)=CC(=O)O1` (centres undefined) gave U2OS ROS induce -6.
For CN(Cc1nc(-c2ccccn2)no1)S(=O)(=O)c1ccc(Br)cc1 the results were U2OS ROS induce 12.
CCn1c2ccccc2c2cc(NC(=O)c3ccccc3C)ccc21 was read as U2OS ROS induce 2.
For O=C1O[C@@H](c2ccccc2)[C@@H](c2ccccc2)N2[C@@H](c3ccccc3OCCO)[C@]3(C(=O)Nc4ccc(C#CCCO)cc43)[C@@H](C(=O)O)[C@H]12 the results were U2OS ROS induce -11.
For Cc1cccc(C2=NC(C(F)(F)F)(C(F)(F)F)c3c(n(C)c(=O)n(C)c3=O)N2)c1 the results were U2OS ROS induce 5.
Screening COc1ccc(C(=O)Nc2ccc(-c3nc4cc(C)cc(C)c4o3)cc2)cc1OC returned U2OS ROS induce 0.
COc1ccc(C(C(=O)OCCN(C)C)c2ccccc2)cc1 (centres undefined) was read as U2OS ROS induce 12.
Screening C[C@H](CO)N1C[C@H](C)[C@@H](CN(C)S(=O)(=O)c2cccs2)Oc2ccc(NC(=O)C3CC3)cc2C1=O returned U2OS ROS induce 9.
`C[C@@H]1CN([C@H](C)CO)C(=O)c2cc(NC(=O)NC3CCCCC3)ccc2O[C@@H]1CN(C)Cc1ccc(C(=O)O)cc1` gave U2OS ROS induce -2.
Screening Nc1nnc(SCC(=O)Nc2cc(Cl)cc(Cl)c2)s1 returned U2OS ROS induce 0.
For Cc1noc2ncnc(SCc3ccc(Cl)cc3)c12 the results were U2OS ROS induce -2.
`COCCOC(=O)N1C(=O)[C@@]2(c3cc(C#Cc4ccc(OC)cc4)ccc31)[C@H](C(=O)NC[C@H](O)c1ccccc1)[C@H]1C(=O)O[C@H](c3ccccc3)[C@H](c3ccccc3)N1[C@@H]2c1ccc(OCCO)cc1` gave U2OS ROS induce 13.
CC(C)c1cc(CN2CCN(c3ccccc3)CC2)c(O)c(CN2CCN(c3ccccc3)CC2)c1 was read as U2OS ROS induce 22.
For C[C@H]1CN([C@@H](C)CO)C(=O)c2cc(NS(=O)(=O)c3ccccc3)ccc2O[C@@H]1CN(C)C(=O)Nc1ccc(F)cc1 the results were U2OS ROS induce inconclusive.
`C[C@@H]1CN([C@H](C)CO)C(=O)Cc2cc(NC(=O)Cc3cn(C)c4ccccc34)ccc2O[C@H]1CN(C)S(=O)(=O)c1cccs1` gave U2OS ROS induce -1.
`Cc1noc(C)c1NC(=O)Nc1cccc2c1O[C@H](CN(C)C(=O)Nc1ccccc1)[C@H](C)CN([C@H](C)CO)C2=O` gave U2OS ROS induce -6.
For CCC(=O)Nc1sc(Cc2ccccc2)c(C)c1C(=O)OC the results were U2OS ROS induce 3.
COc1ccc(S(=O)(=O)N(C)C[C@H]2Oc3ccc(N(C)C)cc3C(=O)N([C@H](C)CO)C[C@@H]2C)cc1 was read as U2OS ROS induce 2.
Screening C[C@H]1CN([C@@H](C)CO)C(=O)c2cc(NC(=O)Nc3ccc4c(c3)OCO4)ccc2O[C@@H]1CN(C)Cc1ccncc1 returned U2OS ROS induce 2.
For C[C@H](CO)N1C[C@H](C)[C@H](CN(C)C)Oc2ccc(NC(=O)Cc3ccccc3)cc2C1=O the results were U2OS ROS induce -11.
C[C@@H]1CCCCO[C@H](CN(C)C(=O)c2ccncc2)[C@@H](C)CN([C@H](C)CO)C(=O)c2cc(NS(=O)(=O)c3cn(C)cn3)ccc2O1 was read as U2OS ROS induce 0.
Screening C[C@@H]1CN([C@H](C)CO)C(=O)c2cccc(NS(=O)(=O)c3ccc(Cl)cc3)c2O[C@H]1CN(C)CC1CC1 returned U2OS ROS induce -6.
C[C@@H]1CN([C@@H](C)CO)C(=O)c2cccc(NC(=O)Nc3ccc4c(c3)OCO4)c2O[C@H]1CN(C)C(=O)Nc1cccc2ccccc12 was read as U2OS ROS induce 7.
`CC(C)(C)NC(=O)N1CCN(c2ccc(C#N)cn2)CC1` gave U2OS ROS induce 10.
`COc1ccc(NC(=O)N(C)C[C@@H]2OCCCC[C@@H](C)Oc3ccc(NC(=O)CCCCCC(=O)Nc4ccccc4N)cc3C(=O)N([C@H](C)CO)C[C@@H]2C)cc1` gave U2OS ROS induce 8.
`C[C@H](CO)N1C[C@H](C)[C@H](CN(C)CC2CCCCC2)Oc2c(NS(C)(=O)=O)cccc2C1=O` gave U2OS ROS induce 0.
C[C@H]1CN([C@@H](C)CO)C(=O)Cc2cc(NC(=O)CCN3CCOCC3)ccc2O[C@H]1CN(C)C was read as U2OS ROS induce 2.
Screening CC1CCC(C(=O)NC(Cc2c[nH]c3ccccc23)C(=O)NC2CCCCC2C)CC1 (centres undefined) returned U2OS ROS induce -8.
`C[C@H](CO)N1C[C@H](C)[C@H](CN(C)Cc2ccc(C(=O)O)cc2)Oc2c(NC(=O)Nc3ccc(C(F)(F)F)cc3)cccc2C1=O` gave U2OS ROS induce 3.
Cc1c(C(=O)CSc2n[nH]c(=O)n2C2CC2)sc2ccc(Cl)cc12 was read as U2OS ROS induce -3.
Screening O=C(Cn1c(=O)c2cccn2c2ccccc21)NCc1ccccc1 returned U2OS ROS induce -9.
C[C@@H]1CN([C@H](C)CO)C(=O)c2cc(NC(=O)NC3CCCCC3)ccc2O[C@@H]1CN(C)C(=O)Nc1ccc(C(F)(F)F)cc1 was read as U2OS ROS induce 31.
`CCOc1ccc(-c2nnc(Nc3ccc(OC)cc3)c3ccccc23)cc1` gave U2OS ROS induce 2.
Screening C[C@H]1CN([C@@H](C)CO)C(=O)c2cccc(NC(=O)C3CCOCC3)c2O[C@H]1CN(C)Cc1ccc2c(c1)OCO2 returned U2OS ROS induce 29.
For C[C@@H]1CN([C@H](C)CO)C(=O)c2cccc(NS(=O)(=O)c3ccccc3)c2O[C@@H]1CN(C)C(=O)Nc1cccc2ccccc12 the results were U2OS ROS induce 11.
`COc1ccc(NC(=O)O[C@@H](c2ccc(OCCO)cc2)[C@H](CCO)OC)cc1` gave U2OS ROS induce -7.
Screening Cc1noc(C)c1S(=O)(=O)N(C)C[C@H]1Oc2ccc(NC(=O)CCCN(C)C)cc2C(=O)N([C@H](C)CO)C[C@@H]1C returned U2OS ROS induce 13.
Cc1ccc(S(=O)(=O)Nc2cccc3c2O[C@H](CN(C)C(=O)Nc2cccc4ccccc24)[C@@H](C)CN([C@H](C)CO)C3=O)cc1 was read as U2OS ROS induce -3.
Screening C[C@@H]1CN([C@H](C)CO)C(=O)c2cccc(NC(=O)c3nc4ccccc4s3)c2O[C@@H]1CN(C)Cc1ccc(Cl)c(Cl)c1 returned U2OS ROS induce 5.
C[C@@H]1CN([C@H](C)CO)C(=O)c2cc(N(C)C)ccc2O[C@H]1CN(C)Cc1ccccc1 was read as U2OS ROS induce -7.
For Cc1ccc(S(=O)(=O)Nc2cccc3c2O[C@@H](CN(C)S(=O)(=O)c2ccc(F)cc2)[C@H](C)CN([C@@H](C)CO)C3=O)cc1 the results were U2OS ROS induce -10.

Four entries drawn at random from those above:
Cc1c(C(=O)CSc2n[nH]c(=O)n2C2CC2)sc2ccc(Cl)cc12 was read as U2OS ROS induce -3.
`C[C@H]1CN([C@@H](C)CO)C(=O)Cc2cc(NS(=O)(=O)c3ccc(Cl)cc3)ccc2O[C@H]1CN(C)CC1CCCCC1` gave U2OS ROS induce 16.
CCn1c2ccccc2c2cc(NC(=O)c3ccccc3C)ccc21 was read as U2OS ROS induce 2.
For C[C@@H]1CN([C@H](C)CO)C(=O)c2cccc(NS(=O)(=O)c3ccccc3)c2O[C@@H]1CN(C)C(=O)Nc1cccc2ccccc12 the results were U2OS ROS induce 11.

(list continues)
`C[C@H]1CN([C@@H](C)CO)C(=O)c2cccc(N(C)C)c2O[C@@H]1CN(C)S(=O)(=O)c1ccc(F)cc1` gave U2OS ROS induce 7.
Screening C[C@H](CO)N1C[C@H](C)[C@@H](CN(C)S(=O)(=O)c2ccc(F)cc2)Oc2ccc(NC(=O)C3CCCCC3)cc2C1=O returned U2OS ROS induce 0.
`Cc1ccc(S(=O)(=O)N2C=Cc3ccccc3C2c2c[nH]c3ccccc23)c(C)c1` (centres undefined) gave U2OS ROS induce -2.
`C[C@H]1CN([C@@H](C)CO)C(=O)c2cccc(NC(=O)Nc3ccc4c(c3)OCO4)c2O[C@@H]1CN(C)C(=O)Nc1ccc2c(c1)OCO2` gave U2OS ROS induce -4.
For CCOC(=O)C1=C[C@@H](OC(CC)CC)[C@H](NC(C)=O)[C@@H](N)C1 the results were U2OS ROS induce 4.
Cc1nnc(Sc2ccc(/C=N/NC(=O)c3ccccc3O)o2)n1C was read as U2OS ROS induce -7.
`Cc1ccc([N+](=O)[O-])cc1NC(=O)c1ccc(NC(=O)C2(c3ccccc3)CCOCC2)cc1` gave U2OS ROS induce 2.
C[C@@H]1CCCCO[C@H](CN(C)Cc2ccc(C(F)(F)F)cc2)[C@@H](C)CN([C@H](C)CO)C(=O)c2cc(NS(=O)(=O)c3cn(C)cn3)ccc2O1 was read as U2OS ROS induce 4.
For C[C@@H]1CN([C@H](C)CO)C(=O)c2cc(NC(=O)Nc3ccccc3)ccc2O[C@H]1CN(C)S(=O)(=O)c1ccc(F)cc1 the results were U2OS ROS induce 10.
O=c1oc2c(-c3cc(C(F)(F)F)ccc3Cl)cc(O)cc2s1 was read as U2OS ROS induce -10.
Screening C[C@H]1CN([C@@H](C)CO)C(=O)Cc2cc(NC(=O)Nc3ccc(F)cc3)ccc2O[C@@H]1CN(C)S(C)(=O)=O returned U2OS ROS induce -9.
`COc1cccc(C2=NN(C(=O)c3onc(-c4ccccc4Cl)c3C)C(c3ccco3)C2)c1` (centres undefined) gave U2OS ROS induce 33.
Cc1noc(C)c1S(=O)(=O)Nc1ccc2c(c1)C(=O)N([C@H](C)CO)C[C@@H](C)[C@H](CN(C)C(=O)Nc1ccc(F)cc1)O2 was read as U2OS ROS induce 4.
`C=CCN1C(=O)[C@@]2(O[C@@H](CCO)[C@H]([Si](C)(C)c3ccc(OC)cc3)[C@H]2C)c2cc(N3CCC3=O)ccc21` gave U2OS ROS induce 20.
For C[C@@H]1CN([C@@H](C)CO)C(=O)CCCn2cc(nn2)CO[C@@H]1CN(C)S(=O)(=O)c1ccc(-n2cccn2)cc1 the results were U2OS ROS induce -8.
`C[C@H](CO)N1C[C@H](C)[C@@H](CN(C)Cc2ccccc2)Oc2c(NS(C)(=O)=O)cccc2C1=O` gave U2OS ROS induce -8.
For C[C@@H]1CN([C@H](C)CO)C(=O)Cc2cc(NC(=O)CCC(F)(F)F)ccc2O[C@@H]1CN(C)Cc1ccc(C(=O)O)cc1 the results were U2OS ROS induce -1.
Screening C[C@H](CO)N1C[C@H](C)[C@H](CN(C)Cc2ccccc2C(=O)O)OCc2cnnn2CCCC1=O returned U2OS ROS induce 4.
Screening C[C@H]1CN([C@@H](C)CO)C(=O)c2cc(NC(=O)C3CCCCC3)ccc2O[C@@H]1CN(C)S(C)(=O)=O returned U2OS ROS induce 12.
Screening C[C@@H]1CN([C@@H](C)CO)C(=O)Cc2cc(NC(=O)Cn3cnnn3)ccc2O[C@@H]1CN(C)C(=O)Nc1ccccc1 returned U2OS ROS induce 3.
C[C@H](CO)N1C[C@H](C)[C@H](CN(C)Cc2ccc(Cl)c(Cl)c2)Oc2c(NC(=O)NC3CCCCC3)cccc2C1=O was read as U2OS ROS induce 4.
For O=C(/C=C/c1ccccc1)Nc1ccc2[nH]c(=O)[nH]c2c1 the results were U2OS ROS induce 1.
For CC1CN(C2=NCCN2S(=O)(=O)c2ccc(Cl)cc2)CC(C)O1 (centres undefined) the results were U2OS ROS induce -2.
C[C@@H]1CN([C@@H](C)CO)C(=O)c2cccc(NS(C)(=O)=O)c2O[C@@H]1CN(C)CC1CC1 was read as U2OS ROS induce -4.

Molecules listed so far with a furan ring, fused or not (2):
Cc1nnc(Sc2ccc(/C=N/NC(=O)c3ccccc3O)o2)n1C was read as U2OS ROS induce -7.
`COc1cccc(C2=NN(C(=O)c3onc(-c4ccccc4Cl)c3C)C(c3ccco3)C2)c1` (centres undefined) gave U2OS ROS induce 33.

(more compounds)
O=C(COc1cc(O)c2c(=O)c3ccccc3oc2c1)c1ccc(Br)cc1 was read as U2OS ROS induce -2.
`COc1ccc(NC(=O)N(C)C[C@@H]2Oc3c(NC(=O)c4cc(C)nn4C)cccc3C(=O)N([C@@H](C)CO)C[C@H]2C)cc1` gave U2OS ROS induce 0.
Cc1cc2nnc(SCC(=O)Nc3sc4c(c3C#N)CCC4)n2c2ccccc12 was read as U2OS ROS induce -1.
COc1ccc(S(=O)(=O)NCc2ccccn2)c(C)c1C was read as U2OS ROS induce -7.
COc1ccc(S(=O)(=O)N(C)C[C@@H]2Oc3ccc(NS(=O)(=O)c4ccc(F)cc4)cc3CC(=O)N([C@H](C)CO)C[C@H]2C)cc1 was read as U2OS ROS induce 14.
